Screening results: PubChem BioAssay, several laboratories
human PMI inhibition: inhibitors of human PMI, primary screen, biochemical, fluorescence intensity, coupled assay (AID 1209). purified PMI enzyme, coupled fluorescence intensity; higher % means a stronger effect. one-dose inhibition, % at 20 µM; IC50 in µM for titrated hits. actives 0.42% (n = 190,000);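 note: plate controls were DMSO vehicle for no effect and wells lacking substrate for full effect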
TNAP activators: stimulation of alkaline phosphatase TNAP activity – biochemical, luminescent, no phosphate acceptor, uHTS, primary screen (AID 1001); one-dose activation fold at 20 µM; EC50 in µM for titrated hits; purified TNAP, luminescent activation assay, no phosphate acceptor; higher activation fold means a stronger effect; actives 0.03% (n = 200,000); in the data active = activation fold from about 3, or a potency from the dose series; inactive = the rest, 99 in 100 with activation fold below about 1.6; note: many of its hits are not listed in these tables
Yfh1-off respiration: mitochondrial function rescue without frataxin homolog – Friedreich's ataxia, plus single-dose screen, dose response (AID 1465); S. cerevisiae Yfh1-off respiration, WST-1 reduction, 72 h; higher fold induction means a stronger effect; one-dose fold induction at 50 µM; EC50 in µM for titrated hits; actives 0.074% (n = 220,000);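 active = fold induction of absorbance versus untreated yeast above a set limit, then at least 30% activation at any dose in follow-up; inconclusive = repeats straddling the limit, or above it without dose testing; inactive = fold induction below the set limit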;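 note: activators that raise dye reduction in frataxin-depleted yeast; strong numbers were not always called active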
M17LAP inhibition: P. falciparum M17LAP inhibitors, primary screen, biochemical, fluorogenic H-Leu-NHMec substrate, 1536-well (AID 1619); inhibition, % at 30 µM; hits with a dose series show IC50 in µM; recombinant M17LAP, H-Leu-NHMec fluorogenic kinetic assay; higher % means a stronger effect; actives 0.38% (n = 220,000);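 active = compound inhibiting the enzyme by more than half at any dose during confirmatory dose-response retesting; inconclusive = strong single-dose inhibitors picked by rank but not retested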;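 note: plate controls were full reaction with DMSO carrier for no effect and no enzyme background for full effect; strong numbers were not always called active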
LYP phosphatase: inhibitors of LYP phosphatase, biochemical, fluorescence intensity, uHTS (AID 1779). recombinant LYP phosphatase, fluorescence intensity; higher % means a stronger effect. inhibition, % at 11.5 µM, or IC50 in µM where a hit was titrated. actives 0.054% (n = 290,000);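 note: plate controls were vehicle with enzyme for no effect and no enzyme for full effect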
XIAP displacement: XIAP antagonists, biochemical, IAP family, fluorescence polarization (AID 1018); displacement, % at 20 µM, or IC50 in µM where a hit was titrated; XIAP BIR domain, fluorescence polarization peptide displacement; higher % means a stronger effect; actives 0.007% (n = 200,000); in the data active = displacement above about 50%; note: a part of the inactive calls stands beside numbers as strong as those of hits
PMI inhibition: human PMI inhibitors, high substrate, primary screen, biochemical, fluorescence intensity, high mannose 6-phosphate (AID 1220) | one-dose inhibition, % at 20 µM; IC50 in µM for titrated hits | recombinant PMI enzyme, coupled fluorescence intensity; higher % means a stronger effect | actives 0.66% (n = 190,000)
WT yeast gro inh: growth inhibition of WT yeast, mitochondrial fusion screen | mitochondrial fusion phenotypic screen, WT strain | inhibition, % at 10 µM | actives 2.1% (n = 190,000) | AID 1362; in the data active = inhibition above about 58%; tested in S. cerevisiae
M1AAP inhibition: P. falciparum M1AAP inhibitors, biochemical, fluorogenic H-Leu-NHMec substrate, 1536-well (AID 1445); recombinant M1AAP, H-Leu-NHMec fluorogenic kinetic assay; higher % means a stronger effect; inhibition, % at 30 µM, or IC50 in µM where a hit was titrated; actives 0.42% (n = 220,000);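 active = primary inhibition above the hit cutoff, then over 50% inhibition at one or more dose response concentrations, cut at about 23% in these data, passing the limit was not always enough; inconclusive = conflicting primary data, or primary hits not chosen for dose response; inactive = low primary inhibition, or under 50% at every dose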;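 note: plate controls were DMSO full reaction for no effect and no enzyme background for full effect; strong numbers were not always called active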
WT yeast gro inh mutant strain: further read-out of WT yeast gro inh, marked with its call; inhibition, %; mitochondrial fusion phenotypic screen, mutant strain inhibition
* = called active by the depositor; i = inactive; ? = inconclusive; · = not tested or not shown. Cut-off read from the data, not from the text of the source, unless noted: active = inhibition above about 50%; inactive = the rest.

SMILES	human PMI inhibition	TNAP activators	Yfh1-off respiration	M17LAP inhibition	LYP phosphatase	XIAP displacement	PMI inhibition	WT yeast gro inh	WT yeast gro inh mutant strain	M1AAP inhibition
CC(C)CCNC(=O)CN(Cc1ccc2c(c1)OCO2)C(=O)Cn1nnc(-c2cccs2)n1	6%	1.2	i	-3%	-3%	0.4%	2%	-8	12	24%*
CCC1CCCCN1C(=O)N[C@@H](CCSC)C(=O)OC (stereo not given in full)	-13%	1.1	i	4%	-11%	-0.6%	-5%	-14	-24	-1%
CCOC(=O)c1cc(=O)n2nc(-c3ccc(C)cc3)nc2s1	5%	1.1	i	11%	-1%	-7.1%	-2%	-21	-4	-3%
COc1ccc(C(=O)Nc2cnc3ccccn3c2=O)cc1	-4%	1.2	i	50%	-2%	-1.6%	-6%	-19	-6	7%
C=CCOc1ccc(C2c3c(oc4ccccc4c3=O)C(=O)N2CCCN2CCOCC2)cc1 (stereo not given)	-10%	1.1	i	10%	1%	-1.7%	-2%	-5	13	24%*
CCOC(=O)c1c(NC(=O)CC2Sc3ccc(C(F)(F)F)cc3NC2=O)sc(C)c1C (stereo not given)	4%	1	i	6%	-6%	-0.9%	-4%	-5	10	0%
CC(=O)Nc1c(O)nc(SCC(=O)N2CCN(c3ccc(F)cc3)CC2)[nH]c1=O	4%	1.1	i	16%	-7%	-6.3%	-1%	21	1	-5%
CC1CCCN(C(=O)CNC(=O)Cn2ccc3ccccc3c2=O)C1 (stereo not given)	7%	1.1	i	29%	-8%	-4.6%	0%	7	7	-1%
COc1ccc(-c2cc(=O)c3cc(O)ccc3o2)cc1	4%	1.1	i	-7%	-6%	-1.4%	1%	-17	-7	-5%
Cn1cc(Cl)c(C(=O)N(Cc2ccccc2)c2ccccn2)n1	2%	1.1	i	·	-3%	-2.5%	3%	13	10	·
C=CCc1ccc(OC(=O)c2ccccc2)c(OC)c1	3%	1.1	i	-2%	-12%	1.3%	5%	36	20	-1%
Cc1c(C(=O)Nc2nc3ccccc3[nH]2)oc2c(Cl)cccc12	8%	1.2	i	-6%	-5%	-6.7%	5%	18	6	0%
O=C(O)c1cc(-c2ccccc2Cl)n[nH]1	-1%	0	i	4%	3%	-6.1%	-11%	-2	0	2%
Cc1ccc(C2=NNC(C(O)C(O)C(O)C(O)CO)S2)cc1 (stereo not given)	-40%	1	i	-3%	-7%	-2.9%	-74%	-17	5	10%
O=C(CN1C2=NCCN2c2ccccc21)c1ccco1	-1%	1.1	i	7%	-8%	-7.6%	0%	25	-1	4%
O=C(CN1CCCCCC1=O)N1CCN(S(=O)(=O)c2cccs2)CC1	-5%	1.1	i	2%	-4%	-3.5%	-6%	0	5	2%
Cc1cccc(NC(=O)C2(c3cccs3)CCOCC2)n1	1%	1.2	i	-6%	-2%	-2.4%	-10%	-7	-7	3%
Nc1nnc(SCCOc2ccccc2)s1	2%	1.1	i	3%	-6%	-3.6%	-3%	7	2	4%
O=C(CCS(=O)(=O)c1ccccc1)Nc1ccc(-c2nc3ccccc3s2)cc1	3%	1.1	i	-7%	-10%	-0.4%	4%	-1	16	-1%
O=C(Cn1cnc2nc3n(c2c1=O)CCC3)NCc1ccccc1	-5%	1.1	i	1%	-6%	-0.2%	-5%	-13	-7	2%
COc1ccc(S(=O)(=O)Nc2ccc3c(c2)n(C)c(=O)n3C)cc1	-1%	1.1	i	-1%	-4%	-3.2%	1%	5	4	5%
O=C(NCc1cccc(F)c1)C1CCN(C(=O)c2sccc2-n2cccc2)CC1	-4%	1	i	9%	-3%	-6.6%	-2%	-1	2	100µM*
Cc1cccc(N=C2NC(=O)/C(=C/C=C/c3ccco3)S2)c1	-38%	1	i	16%	10%	-20%	-68%	11	14	20%
Cc1noc(C)c1S(=O)(=O)N1CCN(Cc2ccc3c(c2)OCO3)CC1	8%	1.1	i	-8%	19%	-1.9%	7%	19	2	-2%
COc1cc(SC#N)ccc1N=Cc1c(C)[nH]n(-c2ccc(Cl)cc2)c1=O	4%	1.1	i	0%	81%*	-20%	-14%	17	16	8%

Quoted at random: 4 compounds from above, in no set order.
SMILES	human PMI inhibition	TNAP activators	Yfh1-off respiration	M17LAP inhibition	LYP phosphatase	XIAP displacement	PMI inhibition	WT yeast gro inh	WT yeast gro inh mutant strain	M1AAP inhibition
O=C(CN1C2=NCCN2c2ccccc21)c1ccco1	-1%	1.1	i	7%	-8%	-7.6%	0%	25	-1	4%
Cc1noc(C)c1S(=O)(=O)N1CCN(Cc2ccc3c(c2)OCO3)CC1	8%	1.1	i	-8%	19%	-1.9%	7%	19	2	-2%
C=CCOc1ccc(C2c3c(oc4ccccc4c3=O)C(=O)N2CCCN2CCOCC2)cc1 (stereo not given)	-10%	1.1	i	10%	1%	-1.7%	-2%	-5	13	24%*
Cc1c(C(=O)Nc2nc3ccccc3[nH]2)oc2c(Cl)cccc12	8%	1.2	i	-6%	-5%	-6.7%	5%	18	6	0%

Going on with the list.
SMILES	human PMI inhibition	TNAP activators	Yfh1-off respiration	M17LAP inhibition	LYP phosphatase	XIAP displacement	PMI inhibition	WT yeast gro inh	WT yeast gro inh mutant strain	M1AAP inhibition
Cc1nn(Cc2ccc(F)cc2)c(C)c1NC(=O)c1cnn2c1NC(c1ccccc1)CC2C(F)(F)F (stereo not given)	15%	1	i	19%	2%	-4.9%	14%	28	-3	1%
NC(=O)c1ccsc1NC(=O)c1ccco1	8%	1.2	i	22%	-4%	1.5%	7%	11	5	15%
COc1cc(Br)cc(C2C3=C(CCCC3=O)N(c3ccc(F)cc3)C3=C2C(=O)CCC3)c1O	13%	1	i	-8%	-6%	-5.3%	31%	47	16	5%
Cc1cc(C)n(-c2nc3c(c(=O)[nH]c(=O)n3C)n2CC(O)COc2ccccc2C)n1 (stereo not given)	-6%	1.1	i	-2%	-3%	-0.2%	-3%	-11	-17	-4%
Cc1c(C(=O)NCc2ccc3c(c2)OCO3)oc2ccc(Br)cc12	8%	1	i	-14%	-4%	-2.7%	2%	62*	26*	5%
CCOC(=O)N1CCN(C(=O)CSCC(=O)Nc2nc(-c3ccccc3)cs2)CC1	9%	1.1	i	8%	-2%	-8.2%	6%	-3	-9	10%
CCCC(=O)NC(Nc1ccc(S(=O)(=O)Nc2cc(C)on2)cc1)(C(F)(F)F)C(F)(F)F	·	·	i	-6%	·	·	·	0	3	1%
O=C(NC1CCCC1)C(=O)N(Cc1cccnc1)C(C(=O)NCC1CCCO1)c1ccco1 (stereo not given)	-8%	1.1	i	-1%	-10%	-5.2%	-9%	-5	3	-4%
Cc1cc(Nc2ccccc2F)n2nc(C)nc2n1	-14%	1	·	3%	-8%	-3.9%	-13%	9	6	0%
CCOC(=O)c1c(NC(=O)c2c(C(=O)O)cccc2[N+](=O)[O-])sc(C)c1C	3%	1.2	i	-36%	-2%	-23%	9%	-5	-2	9%
CCOC(=O)c1cc(=O)n2[nH]c(-c3ccc(C)cc3)cc2n1	17%	1	i	-31%	-11%	-7.0%	16%	39	1	9%
CSc1nnc(C)c(/C=C/NOCc2cccc(F)c2)n1	-62%	0.9	i	0%	0%	3.5%	-30%	5	16	7%
Cc1onc(-c2ccccc2)c1CNS(=O)(=O)c1cccc(Cl)c1	·	·	i	-4%	-8%	·	·	·	·	1%
Fc1ccc(N2N=C(c3cccs3)CC2c2ccccc2)cc1 (stereo not given)	-15%	1.8	i	0%	-11%	-1.8%	-13%	52	24	?
Cc1ccc(S(=O)(=O)N2CCCCC2)cc1NC(=O)COC(=O)C1CC2C=CC1C2 (stereo not given)	9%	1.1	i	-3%	-4%	1.1%	11%	9	10	2%
CC12C(=O)N(c3ccccc3C(=O)O)C(=O)C1C1C=CC2C1 (stereo not given)	-2%	1.1	i	7%	-3%	0.3%	-5%	4	-7	-5%
O=C(NC1CCN(C(=O)NCc2ccccc2)CC1)c1ccco1	5%	1.1	i	3%	-1%	-5.5%	7%	7	5	93µM*
CS(=O)(=O)N(CCC(=O)O)Cc1ccccc1	-4%	1.2	i	-15%	-13%	-2.8%	-3%	3	22	-1%
Cc1ccc(C(=O)NC2CCS(=O)(=O)C2)cc1S(=O)(=O)N1CCCCCC1 (stereo not given)	8%	1.1	i	-14%	1%	1.5%	-3%	-3	-6	1%
Cc1ccc(NC(=O)C(=O)NCC2OCCc3ccccc32)cc1 (stereo not given)	16%	1.1	i	·	-10%	-13%	17%	-5	-8	·
CCOC(=O)c1cnc(SC)nc1Oc1cccc(NC(=O)c2ccc(C)cc2)c1	9%	1.1	i	-8%	5%	0.9%	9%	-4	-10	-3%
O=C(O)/C=C/c1cn(Cc2ccccc2)nc1-c1ccccc1	-2%	1.1	i	22%	-6%	-3.8%	-2%	-8	-7	8%
CCOC(=O)N1CCC(N2Cc3cccc(C(=O)O)c3C2=O)CC1	16%	1.1	i	6%	-3%	-7.4%	15%	-9	-13	9%
Cc1ccc(NC(=O)CSc2nc3ccccc3c(=O)n2Cc2cccs2)cc1	7%	1.2	i	2%	-10%	-4.7%	7%	-12	-7	-2%
C=CCSc1nccc(-c2nn(-c3ccc(C)cc3)ccc2=O)n1	3%	1.1	i	-5%	6%	-3.2%	10%	-31	-7	6%

New compounds follow
SMILES	human PMI inhibition	TNAP activators	Yfh1-off respiration	M17LAP inhibition	LYP phosphatase	XIAP displacement	PMI inhibition	WT yeast gro inh	WT yeast gro inh mutant strain	M1AAP inhibition
CCN1C(=O)[C@@H]2[C@H](C1=O)[C@@H]1C[C@H]3C(=O)N(CC)C(=O)[C@H]3[C@@H]3C1=C(C(=O)N1C(=O)OC(=NCC4CC4)[C@]31C)[C@@H]2C	·	·	i	13%	-10%	·	·	·	·	0%
Brc1cccc(-c2nnc(-c3ccccc3)o2)c1	4%	1.1	i	-4%	-4%	-5.1%	0%	7	-5	6%
CC(C)c1ccccc1NC(=O)CCc1nc2ccccc2s1	13%	1.1	i	6%	5%	-3.9%	10%	-4	-6	2%
FC(F)(F)c1cc(Oc2ccc(Cl)cc2)ncc1-c1nnc(-c2ccc(Cl)cc2)o1	·	·	i	9%	2%	·	·	·	·	15%
Cc1ccc(Cn2c(-n3nc(C)cc3C)nc3c2c(=O)[nH]c(=O)n3C)cc1	1%	1	i	5%	-6%	-3.3%	3%	2	-14	6%
NS(=O)(=O)c1ccc(-c2ccc(/C=C3\SC(=S)N(C4CCS(=O)(=O)C4)C3=O)o2)cc1 (stereo not given)	·	·	i	-2%	3%	·	·	·	·	1%
Cc1nn(CCS(=O)(=O)c2ccc(Cl)cc2)c(C)c1Br	·	·	i	8%	-10%	·	·	·	·	1%
CCOC(=O)c1cc(-c2ccc(C)cc2)n(CCC(=O)NC(C)CC)c1C (stereo not given)	10%	1	i	-3%	0%	-5.1%	2%	-13	-7	6%
COc1cc(OC)c(N(C)S(=O)(=O)c2cccc(C(=O)NC3=NCCS3)c2)cc1Cl	·	·	i	9%	2%	·	·	·	·	8%
CCCC(C)NC(=O)CSCc1ccc(OC)cc1 (stereo not given)	-5%	1.1	i	-1%	-8%	-2.6%	-9%	-4	0	2%
Cc1cccc(OCCSc2ncnc3nc[nH]c23)c1	4%	1.1	i	9%	-3%	0.2%	3%	-5	-19	3%
Cc1cnnn1-c1ccc(C(=O)CCl)cc1	-10%	1.1	i	4%	-6%	-28%	-20%	-14	-33	4%
